Compound activity as filed in PubChem BioAssay.
Yeast life ext – yeast lifespan extension; 0.68% of 130,000 active; inhibition of the nicotinamide effect, % at 10 µM; S. cerevisiae growth with nicotinamide, OD615; deaD strain in restrictive glucose medium; AID 775;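 active = inhibition above a set limit, placed 3 SD over the median of all compounds, cut at about 26% in these data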;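 note: 0% = nicotinamide-treated wells and 100% = cells grown without nicotinamide; some compounds called inactive have numbers as strong as hits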
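Assay system: engineered S. cerevisiae DeaD replicative-lifespan strain, galactose-grown log-phase cells; Buffer or medium: CSMM-D glucose medium, restrictive; Probe or stimulus: nicotinamide 1.5 mM; Compound: single dose 10 µM compound, 0.25% DMSO; Schedule: 4 h preincubation then 48 h treatment at 30 °C; Technique: OD615 measurement.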
MRP-1 activ – activators of MRP-1 | H69AR cells + doxorubicin, viability rescue, CellTiter-Glo | viability increase, % at 10 µM | 0.61% of 140,000 active | AID 799;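 active = viability gain under doxorubicin at or above a set limit, the compound median plus 3 SD, cut at about 4.7% in these data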;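 note: MRP-1 overexpressing cells given doxorubicin 25 µM after compound pretreatment; 18-22 h compound pretreatment then 72 h with doxorubicin before readout; 0% = doxorubicin-only wells and 100% = vehicle-treated cells without doxorubicin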
GALR2 antag – antagonists of human galanin receptor 2 (GALR2); inhibition, % at 4 µM; GALR2-expressing cells, antagonist mode; 0.39% of 140,000 active; O43603; AID 828; in the data active = inhibition above about 27%;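 note: cells stimulated with galanin 1-16 at roughly its EC80; 0% = agonist challenge control and 100% = basal control without agonist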
Target sequence (O43603 whole entry, looked up): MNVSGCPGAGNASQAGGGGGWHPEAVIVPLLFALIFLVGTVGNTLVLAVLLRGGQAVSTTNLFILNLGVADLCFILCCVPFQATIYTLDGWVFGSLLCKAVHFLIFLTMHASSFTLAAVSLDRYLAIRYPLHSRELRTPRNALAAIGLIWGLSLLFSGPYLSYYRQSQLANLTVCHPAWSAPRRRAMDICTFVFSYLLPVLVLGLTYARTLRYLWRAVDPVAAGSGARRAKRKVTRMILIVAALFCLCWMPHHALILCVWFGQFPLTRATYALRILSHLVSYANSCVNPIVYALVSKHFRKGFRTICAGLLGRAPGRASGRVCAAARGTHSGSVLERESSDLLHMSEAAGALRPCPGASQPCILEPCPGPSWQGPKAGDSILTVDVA
Measles CPE – protection of cells from measles virus; AID 841; 1.5% of 140,000 active; protection (pct of control), % at 4 µM; Measles virus-infected cells, CPE protection, absorbance; in the data active = protection mostly above about 24%, no sharp cut-off; inactive = mostly below about 26%; note: some compounds called inactive have numbers as strong as hits
Phagocytosis inh – blocks phagocytosis by macrophages. 0.07% of 110,000 active. inhibition, % at 5 µM. J774A.1 macrophage IgG-bead phagocytosis, imaging. AID 1029;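 active = inhibition above the mean of the plate negative controls plus 5 SD, cut at about 13% in these data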;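 note: phagocytic index as fraction of beads internalized from green versus red external bead signal; plate controls were DMSO negative control for no effect and cytochalasin-D positive control for full effect; some results beyond the cut were filed as inactive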
E-sel TNF inh – TNF alpha driven E-selectin expression inhibition; inhibition, % at 2 µM; HUVEC TNFa-induced E-selectin immunofluorescence, high content; 0.71% of 120,000 active;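 active = inhibition above the batch mean plus 3 SD, and confirmed as a hit on visual image review, cut at about 43% in these data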;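 note: 0% = TNF-stimulated DMSO wells and 100% = unstimulated control wells; not every result past the cut was called active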
PTEN del growth – PTEN-deleted cell growth suppression; HCT116 PTEN-null viability, CellTiter-Glo, 60 h; stronger effect = lower value; viability, % at 10 µM; 1.2% of 140,000 active; AID 827;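 active = viability at or below a set limit, 4 SD under the median of all tested compounds, cut at about 3.7% in these data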;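 note: PTEN knockout HCT116 line with beta catenin targeted HCT116 as companion control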
bCat KO growth – beta-catenin-lacking colon tumor cell growth suppression; viability, % at 10 µM; HCT116 beta-catenin knockout viability, CellTiter-Glo, 60 h; stronger effect = lower value; 1.5% of 140,000 active;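 active = viability at or under a set limit, the compound median less 4 SD, cut at about 6% in these data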;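 note: 0% = Hyamine 1622 control at 20 µM and 100% = untreated cell control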
NPY Y2 blocker – blocks the human neuropeptide Y Y2 receptor. P49146. NPY-Y2 expressing cells, antagonist mode. inhibition, % at 2.7 µM. 0.99% of 140,000 active. AID 793; in the data active = inhibition above about 17%;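 note: 0% = vehicle with agonist challenge and 100% = reference antagonist with challenge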
Target sequence (P49146 whole entry, looked up): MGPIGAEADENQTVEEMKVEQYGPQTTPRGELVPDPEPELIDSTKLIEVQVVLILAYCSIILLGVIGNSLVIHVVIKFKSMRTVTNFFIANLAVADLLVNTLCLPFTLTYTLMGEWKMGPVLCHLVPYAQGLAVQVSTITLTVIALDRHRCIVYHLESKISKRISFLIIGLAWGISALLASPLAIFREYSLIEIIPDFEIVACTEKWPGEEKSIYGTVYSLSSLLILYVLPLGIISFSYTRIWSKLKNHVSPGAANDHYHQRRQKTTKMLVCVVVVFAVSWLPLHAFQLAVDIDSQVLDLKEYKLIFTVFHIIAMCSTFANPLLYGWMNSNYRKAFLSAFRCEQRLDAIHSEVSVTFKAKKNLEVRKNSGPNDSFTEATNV
BB579 growth dn – reduces growth of yeast BB579 in restrictive medium; inhibition, % at 10 µM; S. cerevisiae BB579 growth, OD615, 48 h; 0.51% of 140,000 active;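 active = inhibition above a set limit, 3 SD over the mean compound inhibition, cut at about 44% in these data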; note: inactives centre near -24
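Material: Saccharomyces cerevisiae DeaD strain BB579, replicative lifespan model yeast; buffer or medium: CSMM-D restrictive synthetic medium containing dextrose (glucose); compound: 10 µM single dose, DMSO 0.25%; timing: 48 h compound exposure at 30 °C after 4 h preincubation; signal: turbidity as optical density at 615 nm; benchmarks: positive control amphotericin B 10 µg/mL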
* = called active by the depositor; · = no result given.

SMILES	Yeast life ext	MRP-1 activ	GALR2 antag	Measles CPE	Phagocytosis inh	E-sel TNF inh	PTEN del growth	bCat KO growth	NPY Y2 blocker	BB579 growth dn
COc1ccc(CNC(=O)C2CCN(S(=O)(=O)c3ccc(-c4nn[nH]n4)cc3)CC2)cc1	-19	-3.2	-11	5	-2	-14	99	93	1	-2
O=C(O)CSCC(=O)Nc1ccc(S(=O)(=O)N2CCCCC2)cc1	1	-2.6	4	7	-1	·	88	82	3	-22
CCCCOCCCNC(=O)c1cccs1	-7	-0.8	0	4	-5	5	101	91	1	-40
Cc1ccc2c(c1)N(C(=O)c1ccco1)C(C)(C)c1ssc(=S)c1-2	-5	1.8	8	5	0	5	66	80	1	-70
O=S(=O)(c1ccc(Br)s1)N1CCc2ccccc2C1	·	-1.9	8	9	·	-12	87	91	2	-26
Cc1ccc[n+](C(C)C(=O)Nc2ccc(C)c([N+](=O)[O-])c2)c1 (configuration not stated)	-1	-2.9	-11	7	0	-4	90	90	5	20
COc1cccc(C(=O)NCC2CCCO2)c1 (configuration not stated)	-2	-1.1	·	4	4	·	91	85	·	0
CC(C)C(=O)Nc1cccc(C(=O)NCCc2ccc(S(N)(=O)=O)cc2)c1	-8	-0.4	1	12	0	-10	101	98	-1	-14
CC1(C)CC(=O)C(C=Nc2ccc3c(c2)OCO3)=C(O)C1	-6	-2.0	14	8	-2	-18	105	100	1	-94
Cc1csc(NC(=O)CN2CCCCCC2)n1	1	0.1	5	8	·	·	91	93	-1	-14
CCOC(=O)c1ccc(NC(=O)CN(C)S(=O)(=O)c2ccc(OC)cc2)cc1	-3	-2.3	2	5	5	2	87	87	2	-7
CCCNc1nc(OCC(F)(F)F)nc(OCC(F)(F)F)n1	11	-0.1	9	8	0	17	108	99	3	-56
CCCS(=O)(=O)n1nc(-c2ccccc2)cc1N	-16	-0.7	0	14	0	·	95	90	1	10
CC1=CCC2([N+](=O)[O-])CN(CC(=O)O)CC1([N+](=O)[O-])C2 (configuration not stated)	10	-1.2	6	15	-5	9	97	92	3	-59
COc1ccc(CN(C(=O)c2ccc3c(c2)OCCO3)C(C(=O)NC2CCCCC2)c2ccc3ncccc3c2)cc1 (configuration not stated)	-23	-2.1	10	5	·	·	79	86	1	-24
CN1CCN(C(=O)CCc2nc3ccccc3c(=O)[nH]2)CC1	17	1.4	-3	4	0	12	94	98	-2	-36
CCOC(=O)CN(C(=O)CNC(=O)c1cccs1)C(C(=O)NC1CCCCC1)c1cccnc1 (configuration not stated)	·	0.0	2	8	·	-4	94	89	5	-12
CC(C)Cn1c(SC(C)C(=O)Nc2ccc(N3CCOCC3)cc2)nc2ccccc21 (configuration not stated)	-5	-2.0	-4	6	-5	·	85	88	7	-32
Cc1ccc(-c2csc(NC(=S)NC(=O)c3cccs3)n2)cc1	0	3.7	-1	15	-3	-18	97	95	2	-44
O=C(NC1CCCc2ccccc21)c1ccc(Br)cc1 (configuration not stated)	-2	0.7	5	26	-3	·	56	57	5	-14
NC(=O)CNC1CC(=O)N(CCc2ccccc2)C1=O (configuration not stated)	-6	0.0	-8	5	-1	3	108	102	-1	-57
Cc1ccc(S(=O)(=O)N2CCCN(c3nc4cc(C)ccc4cc3C#N)CC2)cc1	·	2.8	6	21	·	-9	78	88	4	-8
c1ccc(-n2cnc3cc(NCc4cccs4)ccc32)cc1	-20	-4.0	11	10	·	-11	16	13	4	-22
CNS(=O)(=O)c1ccc(NC(=O)c2ccc(Cl)cc2Cl)cc1	2	-3.1	-1	6	-5	-9	84	98	2	0
CC(=O)c1ccc(OCCCC(=O)Nc2cccc(S(=O)(=O)N(C)C)c2)cc1	-1	-1.9	2	27	8	-5	101	93	2	-28
CCN(CC)c1ccc2oc(=O)c(C)nc2c1	-13	0.9	7	17	0	-18	65	56	2	-50
CCOCC(=O)Nc1cccc(OC)c1	-10	-2.5	-8	2	·	-2	95	93	0	-21
Cc1ccc(S(=O)(=O)NN=C2CCN(Cc3ccccc3)CC2)cc1	1	1.2	0	6	-3	·	105	89	5	0
Cc1ccc(C(=O)NCc2ccco2)cc1S(=O)(=O)N1CCCCC1	-11	-1.5	7	4	-1	·	80	82	5	-47
COCC(=O)Nc1cc(=O)n(C)c(=O)n1C	-6	-0.6	14	15	2	-16	93	100	0	13
Cc1ccc(S(=O)(=O)CCc2nnc(NC(=O)c3cccs3)s2)cc1	-5	-2.4	-13	17	-4	·	104	92	1	-31
O=c1c(C(c2ccccc2)c2c(O)sc3ccccc3c2=O)c(O)sc2ccccc12	26*	-0.9	17	5	-2	-1	79	85	2	-9
Cc1ccc(N(CC(=O)Nc2c(C)n(C)n(-c3ccccc3)c2=O)S(C)(=O)=O)cc1C	·	-1.6	-5	4	·	-4	106	97	-1	-23
COc1ccc(C2NC(c3ccc(OC)cc3)C(c3ccccc3)C(=O)C2c2ccccc2)cc1 (configuration not stated)	7	-0.9	16	15	-8	-4	67	81	0	-19
COc1ccc(-c2nnc(NC(=O)c3cc(C)on3)s2)cc1	13	-1.3	24	0	0	-19	100	98	1	-45
Cc1ccc(N/C(SCc2ccccc2C)=C(/C#N)C(=O)NCc2ccco2)cc1C	-1	-4.9	0	11	0	6	55	57	8	-20
CC(C)(C)OC(=O)N1CCC(c2c(C(=O)O)cnn2-c2ccccc2Cl)CC1	-2	-0.7	-5	25	-1	·	101	95	0	-21
O=C(CCN1C(=O)c2ccccc2C1=O)OCn1nnc2ccccc2c1=O	-7	-1.2	4	13	0	·	96	92	7	-39
CC1=C(C(=O)Nc2ccccc2)C(c2cccs2)n2nnnc2N1 (configuration not stated)	-10	-4.3	-4	26	-1	17	74	72	-4	12
CCOc1ccc(CNC(=S)NCc2ccc(OCC)cc2)cc1	7	-0.1	0	5	7	-41	97	95	4	-50
COc1cccc(-c2cc(C(=O)Nc3c(C)n(C)n(-c4ccccc4)c3=O)no2)c1	-7	-0.3	-6	5	-1	23	102	100	-1	-11
CCOC(=O)C1=C(C)Nc2ccccc2N=C1NC(=O)C(CC)c1ccccc1 (configuration not stated)	3	-0.4	3	5	-12	0	89	89	2	-22
CCOC(=O)N1CCN(C(=O)CC(=O)Nc2ccc3nc4n(c(=O)c3c2)CCCCC4)CC1	-23	-1.9	9	9	2	·	96	105	-1	-12
N#C/C(=C\c1ccc(OC(=O)c2ccc(Cl)s2)cc1)c1nc2ccccc2[nH]1	0	-4.6	-6	1	-1	·	92	91	1	-56
O=C(CN(Cc1ccco1)C(=O)CNS(=O)(=O)c1ccc(F)cc1)NCCc1ccccc1	3	-1.5	11	39*	3	·	102	101	2	-8
CCCOc1ccc(/C(O)=C2/C(=O)C(=O)N(CCOC)C2c2cccnc2)cc1 (configuration not stated)	-4	-2.2	-1	19	-1	-11	99	89	2	-3
CC1=CC2=NC(=O)/C(=C\c3cccn3CCOc3cccc(C)c3)C(=N)N2O1	16	-1.4	8	17	-9	·	94	100	1	-15
COc1cc2[nH]c(=O)n(CCCCCC(=O)NCCCN3CCC(C)CC3)c(=O)c2cc1OC	-6	0.3	-7	6	·	1	109	94	6	7
O=C(Nc1cccc(NC(=S)NC(=O)c2cccs2)c1)c1ccccc1	1	-0.3	-8	17	-8	0	103	99	1	-10
C=CCN(Cc1cc(OC)ccc1OC)S(=O)(=O)N(C)C	3	-1.0	-15	15	1	·	97	91	0	-81
COC(=O)c1cc(S(=O)(=O)n2nc(C)c(Br)c2C)c(Cl)cc1Cl	-3	-3.5	-16	10	-1	6	76	80	4	11
CC1(CC(=O)N/N=C/c2cc(Br)c(O)cc2O)OCCO1	0	0.1	-1	13	-2	-23	74	81	2	-13
CCN(CC)C(=O)c1cnn(-c2ccccc2)c1NC(=O)c1cccs1	·	0.2	-6	15	·	2	97	100	-1	-37

Random draw from the library; about 6.1% have a hit in one of these screens.
